Assay outcomes from PubChem BioAssay.
Diaph inh CS: inhibits diaphorase or chemically oxidizes, flagging diaphorase assay artifacts; AID 1217; diaphorase resazurin-to-resorufin fluorescence, NADH, 16 min; bacterial (C. kluyveri) enzyme, not human; 190,000 compounds, 0.69% hits; inhibition, % at 20 µM;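 active means primary screen inhibition at 20 µM above a set limit, cut at about 50% in these data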;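 further: plate controls were DMSO with full reaction for no effect and wells lacking NADH for full effect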
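Assay system: diaphorase enzyme from Clostridium kluyveri; Input: enzyme working solution with 0.14 U/mL diaphorase; Timing: 16 min at room temperature; Technique: resorufin fluorescence, excitation 544 nm, emission 590 nm; Benchmarks: positive control minus NADH, DMSO neutral control.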
Diaphorase act: counter-screen for diaphorase-based assays: diaphorase activators and chemical reducers | Diaphorase/resazurin coupled assay, resorufin fluorescence, 16 min; hits give high values; 1 = vehicle wells, 0 = NADH-free wells | 190,000 compounds, 0.005% hits | activation factor at 20 µM;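 active means diaphorase activity raised at least twofold by the compound at 20 µM; inactive means activation factor below 2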
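Assay system: Purified diaphorase enzyme from Clostridium kluyveri | Amount: Enzyme 0.07 U/mL final | Dosing: Compound 20 µM once, DMSO 1% | Timing: 16 min reaction at room temperature | Detection: Fluorescence, excitation 544 nm and emission 590 nm | Evaluation: Higher resorufin formation from activation or reduction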
Lmaj promast: inhibitors of Leishmania major promastigote growth | Leishmania major promastigotes, resazurin fluorescence viability | 200,000 compounds, 9% hits | AID 1063 | inhibition, % at 10 µM; in the data active means inhibition above about 50%;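 further: promastigotes grown with compound for 44 hours at 28 °C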
PMI act satM6P: increases human PMI activity with near-saturating mannose 6-phosphate; coupled PMI enzyme assay, resazurin fluorescence, 20 min; hits give high values; 1 = untreated enzyme, 0 = substrate-free blank; activation factor at 20 µM; 190,000 compounds, 0.34% hits; AID 1216;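 active means activation factor of 2 or more at 20 µM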
Target sequence (P34949 whole entry, looked up): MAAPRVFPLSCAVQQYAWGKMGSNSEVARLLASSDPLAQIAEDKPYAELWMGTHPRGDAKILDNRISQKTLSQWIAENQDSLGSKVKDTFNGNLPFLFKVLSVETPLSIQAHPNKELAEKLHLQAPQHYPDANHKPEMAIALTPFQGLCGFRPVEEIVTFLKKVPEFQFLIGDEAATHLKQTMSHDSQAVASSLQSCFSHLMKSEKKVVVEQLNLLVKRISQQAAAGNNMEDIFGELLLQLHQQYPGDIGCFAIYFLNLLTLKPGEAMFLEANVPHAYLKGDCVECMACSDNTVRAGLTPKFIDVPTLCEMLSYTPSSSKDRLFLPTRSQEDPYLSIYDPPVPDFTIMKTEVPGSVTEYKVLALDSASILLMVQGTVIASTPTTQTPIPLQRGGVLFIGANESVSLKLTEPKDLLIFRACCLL
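Test system: human phosphomannose isomerase with PGI, G6PDH, diaphorase coupling enzymes / Doses: 20 µM compound, 1% DMSO / Times: enzyme reaction with compound 20 min at room temperature / Measured by: Diaphorase-driven resazurin-to-resorufin fluorescence, excitation 544, emission 590 nm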
bIAP activator: increases bovine intestinal alkaline phosphatase activity. purified bovine IAP, CDP-star luminescence, 30 min; hits give high values; fold of DMSO-control signal, blank-subtracted. activation factor at 20 µM. 200,000 compounds, 0.17% hits;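 active means activation factor of 2 or more at 20 µM, a signal rise over negative controls twice the positive control's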
TNAP inh hiacc: TNAP (human) inhibition, high acceptor | inhibition, % at 20 µM | purified TNAP, CDP-star luminescence, 1 M DEA | 200,000 compounds, 0.03% hits;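 active means over 50% inhibition of tissue-nonspecific alkaline phosphatase at 20 µM in the single-dose screen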;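 further: plate controls were DMSO wells for no effect and EDTA-quenched wells as full inhibition for full effect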
Target sequence (P05186 whole entry, looked up): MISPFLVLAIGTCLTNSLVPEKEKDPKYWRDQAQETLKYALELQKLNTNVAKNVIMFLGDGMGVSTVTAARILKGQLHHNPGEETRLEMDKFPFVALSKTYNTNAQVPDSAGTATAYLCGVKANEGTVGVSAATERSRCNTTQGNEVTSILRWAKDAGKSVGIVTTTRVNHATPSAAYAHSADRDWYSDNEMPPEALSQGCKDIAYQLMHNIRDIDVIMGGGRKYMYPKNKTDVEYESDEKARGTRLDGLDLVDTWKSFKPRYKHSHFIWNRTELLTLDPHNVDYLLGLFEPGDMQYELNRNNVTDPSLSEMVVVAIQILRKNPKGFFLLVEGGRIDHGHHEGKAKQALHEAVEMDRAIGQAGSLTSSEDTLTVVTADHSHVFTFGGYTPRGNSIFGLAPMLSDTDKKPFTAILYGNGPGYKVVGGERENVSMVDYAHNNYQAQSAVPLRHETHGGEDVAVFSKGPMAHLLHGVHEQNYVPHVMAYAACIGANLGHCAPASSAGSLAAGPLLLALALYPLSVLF
bIAP inhibitor: blocks bovine intestinal alkaline phosphatase activity; 190,000 tested, under 10 active; inhibition, % at 20 µM; purified bovine IAP, CDP-star luminescence, 30 min;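 active means over 50% inhibition of intestinal alkaline phosphatase at 20 µM in the single-dose screen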
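Assay system: bovine IAP enzyme; medium: DEA buffer 100 mM, pH 9.8, with MgCl2 1.0 mM, ZnCl2 0.02 mM; doses: 20 µM single dose; incubation: enzyme reaction for 30 min at room temperature; detection: CDP-star luminescence signal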
TNAP inh noacc: TNAP (human) inhibition, acceptor-free conditions | P05186 | purified TNAP, CDP-star luminescence, 30 min | inhibition, % at 20 µM | 200,000 compounds, 0.26% hits;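 active means tissue-nonspecific alkaline phosphatase inhibition above about 50% at 20 µM in the single-dose screen, limit read from the data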;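 further: 0% = DMSO negative control and 100% = EDTA positive control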
TNAP act hi DEA: activators of human TNAP at high phosphate acceptor concentration. P05186. purified TNAP, CDP-star luminescence, 1 M DEA, 30 min; hits give high values; 0 = EDTA background, 1 = DMSO-only activity. activation factor at 20 µM. 200,000 tested, under 10 active. AID 1136;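 active means activation factor at least 2 at 20 µM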
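system = human TNAP | amount = enzyme diluted 1/800 final | reagent = 100 µM CDP-star substrate | signal = luminescent substrate turnover signal | dosing = one dose, 20 µM | benchmarks = EDTA negative control, DMSO positive control | measure = activation factor | timing = 30 min reaction, room temperature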
PMI activator: phosphomannose isomerase (human) activation | P34949 | purified human PMI, coupled resazurin fluorescence, 20 min; hits give high values; 1 = vehicle control, 0 substrate-free wells | activation factor at 20 µM | 190,000 compounds, 0.005% hits;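 active means activation factor of 2 or more at 20 µM, relative to plate controls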
* hit, by the source's call.

SMILES	Diaph inh CS	Diaphorase act	Lmaj promast	PMI act satM6P	bIAP activator	TNAP inh hiacc	bIAP inhibitor	TNAP inh noacc	TNAP act hi DEA	PMI activator
CCOc1cccc(C(=O)N(Cc2ccc(F)cc2)C2CCS(=O)(=O)C2)c1 (stereo unspecified)	10	0.9	4	0.9	1	-2	3	-10	1	0.9
CCCCC(=O)NCCNC(=O)c1cc(OCC(F)(F)F)ccc1OCC(F)(F)F	6	0.9	-1	1	0.8	-2	18	-11	1	0.9
COc1cc(S(=O)(=O)n2nnc3ccccc32)c(OC)cc1Cl	18	0.8	-5	1	1.1	2	-12	4	1	1
O=c1[nH]c2ccccc2nc1/C=C(\O)C1CC1	7	0.9	47	1	1.1	6	-9	-13	0.9	0.9
CC1=NNC(=O)C1CCC(=O)N/N=C/c1ccc(Cl)cc1 (stereo unspecified)	-6	1.1	-4	1.1	1.1	-3	-6	-9	1	1.1
CCCn1nc(C(=O)OCC(=O)Nc2cccc(OC)c2)c2ccccc2c1=O	22	0.8	9	0.9	1.1	-6	-6	-13	1.1	0.9
O=C1CCc2cc(S(=O)(=O)N3CCCC3C(=O)N3CCN(c4ccccc4)CC3)ccc2N1 (stereo unspecified)	6	0.9	-1	1	0.9	-3	11	8	1	1.1
CCN1C(=O)C(CC(=O)Nc2ccc(OC)cc2)N(CCc2ccc(F)cc2)C1=S (stereo unspecified)	26	0.7	40	0.8	1	-6	-4	-7	1.1	0.8
COC(=O)c1ccc(CNC(=O)COc2ccccc2Br)o1	20	0.8	-1	1	0.9	-6	6	-11	1.1	0.9
Cc1ccc(NC(=O)COc2ccccc2C=O)cc1Cl	10	0.9	32	0.9	0.8	0	20	0	1	0.8

Exported with each value named: entries from further up
mol: CCCCC(=O)NCCNC(=O)c1cc(OCC(F)(F)F)ccc1OCC(F)(F)F
  Diaph inh CS: 6
  Diaphorase act: 0.9
  Lmaj promast: -1
  PMI act satM6P: 1
  bIAP activator: 0.8
  TNAP inh hiacc: -2
  bIAP inhibitor: 18
  TNAP inh noacc: -11
  TNAP act hi DEA: 1
  PMI activator: 0.9

mol: COc1cc(S(=O)(=O)n2nnc3ccccc32)c(OC)cc1Cl
  Diaph inh CS: 18
  Diaphorase act: 0.8
  Lmaj promast: -5
  PMI act satM6P: 1
  bIAP activator: 1.1
  TNAP inh hiacc: 2
  bIAP inhibitor: -12
  TNAP inh noacc: 4
  TNAP act hi DEA: 1
  PMI activator: 1

(cont.)
SMILES	Diaph inh CS	Diaphorase act	Lmaj promast	PMI act satM6P	bIAP activator	TNAP inh hiacc	bIAP inhibitor	TNAP inh noacc	TNAP act hi DEA	PMI activator
CCOc1ccc(C(=O)c2ccc([N+](=O)[O-])cc2Cl)cc1	13	0.9	-1	0.9	1	-3	3	-14	1	1
C=CCN(CC=C)S(=O)(=O)c1ccc(NC(=S)NC(=O)c2ccco2)cc1	21	0.8	1	1	0.6	0	37	32	1	0.8
O=C(/C=C/c1cccc([N+](=O)[O-])c1)NCc1ccccc1	21	0.8	8	1	1	2	1	10	1	1.1
COC(=O)C1=C(N)OC2=C(C(=O)CC(C)(C)C2)C1c1ccoc1 (stereo unspecified)	18	0.8	-2	1	0.9	-8	11	-16	1.1	1
COc1ccc(C(=O)Nc2ccc3c(c2)nc(CCNC(C)=O)n3C)cc1	3	1	-4	1	0.9	-4	7	0	1	1
Cc1cccc(C)c1OCCNC(=O)C(=O)NCc1ccco1	-7	1.1	-1	1.2	0.9	-10	6	2	1.1	1.1
Cc1ccccc1-n1nnnc1SCc1ncc(-c2ccccc2)o1	15	0.9	9	1	0.7	-4	28	-18	1	0.9
CC(Cl)C(=O)c1c(N)n(C)c(=O)n(C)c1=O (stereo unspecified)	17	0.8	3	1	1.1	0	-12	-9	1	0.9
COC(=O)CN(c1ccc2c(c1)OCCO2)S(=O)(=O)c1ccccc1	3	1	2	1	0.9	2	5	-7	1	0.9
CCOc1ccccc1NC(=O)CCNC(=O)c1ccc(Cl)cc1	20	0.8	11	0.9	0.8	0	19	-8	1	0.9

Individual results from the list:
PMI activator, O=C(/C=C/c1cccc([N+](=O)[O-])c1)NCc1ccccc1 reads 1.1
PMI activator, CCCn1nc(C(=O)OCC(=O)Nc2cccc(OC)c2)c2ccccc2c1=O reads 0.9
PMI activator, Cc1ccccc1-n1nnnc1SCc1ncc(-c2ccccc2)o1 reads 0.9
TNAP act hi DEA, COc1ccc(C(=O)Nc2ccc3c(c2)nc(CCNC(C)=O)n3C)cc1 reads 1
PMI act satM6P, CCOc1ccccc1NC(=O)CCNC(=O)c1ccc(Cl)cc1 reads 0.9
PMI act satM6P, CCCCC(=O)NCCNC(=O)c1cc(OCC(F)(F)F)ccc1OCC(F)(F)F reads 1
bIAP activator, CCOc1ccc(C(=O)c2ccc([N+](=O)[O-])cc2Cl)cc1 reads 1

Other entries follow:
SMILES	Diaph inh CS	Diaphorase act	Lmaj promast	PMI act satM6P	bIAP activator	TNAP inh hiacc	bIAP inhibitor	TNAP inh noacc	TNAP act hi DEA	PMI activator
CN(CC(=O)Nc1ccc(F)c(Cl)c1)S(=O)(=O)c1cccc2nsnc12	2	1	41	1.1	1.1	-1	-14	-8	1	1.2
Brc1ccc(OCCn2ccnc2)cc1	-5	1.1	9	1	0.8	-3	20	14	1	1
CC1CCCCC1NC(=O)COC(=O)c1ccc2ccccc2n1 (stereo unspecified)	14	0.9	-10	1.1	1.1	-4	-13	-18	1	1.2
Nc1ccc(O)c(-c2nc3ccccc3s2)c1	20	0.8	33	0.7	0.9	4	7	-7	1	1.2
OCC1(CCOc2ccccc2)CCN(Cc2ccc3cccc(F)c3n2)CC1	18	0.8	82*	1	1	-6	4	-8	1.1	0.9
CC1(C)CC(=O)C2=C(C1)N(c1ccc(F)cc1)C(=O)CC2c1ccsc1 (stereo unspecified)	10	0.9	0	1.1	0.9	-7	6	-18	1.1	0.9
Cc1ccc(N2CCN(C(=O)c3ccccc3Br)CC2)c(C)c1	21	0.8	-5	0.9	1	-2	1	-7	1	0.9
CN(Cc1ccccc1)C(=O)c1nc2ccccn2c1CNCCCOc1cccnc1	4	1	0	1.1	1.1	-5	-10	0	1	1
CC(C)CNC(=O)C(=O)NN=C1CCCCCC1	7	0.9	-11	1.1	0.9	-3	10	-2	1	1
COc1ccc(-c2nnc(SCC(=O)Nc3ccc(C)cc3)n2C)cc1	21	0.8	-1	0.9	0.9	-10	7	-15	1.1	1
CCCCn1c(-c2ccoc2C)n[nH]c1=S	21	0.8	-7	0.9	1	-3	-1	16	1	0.9
Cc1ccc(C(=O)Nc2nnc(-c3ccco3)o2)cc1	13	0.9	12	0.9	1	-1	1	-22	1	0.8
Cn1c(SCc2ccccc2)nc2ccsc2c1=O	-6	1.1	6	1	0.9	-4	11	-14	1	1
COc1ccc(C)cc1NC(=O)CNC(C)C(=O)Nc1cc(Cl)ccc1Cl (stereo unspecified)	12	0.9	39	0.9	1.2	-2	-20	-20	1	1
CNC(=O)OCc1cccc(COC(=O)NC)n1	13	0.9	-3	1.1	0.9	-8	5	-14	1.1	1
CCC(C)(C(=O)NC1CCCC1)N(C(=O)CNC(=O)c1ccccc1)c1c(C)n(C)n(-c2ccccc2)c1=O (stereo unspecified)	12	0.9	-2	0.9	1.1	-3	-9	-8	1	0.9
CCc1cc2cc(C(=O)Nc3ccc(C)cc3)sc2s1	3	1	-4	1	1.1	3	-8	-6	1	1.1
O=C(O)c1cc(C2CC2)nc2ccccc12	5	0.9	-1	1.1	1.1	2	-9	-6	1	1.1
COCCNC(=O)Cn1c(=O)n(CCC(=O)NCCc2ccccc2)c(=O)c2ccccc21	-8	1.1	-5	1.1	0.9	-4	9	-4	1	1.1
COC(=O)NNC(=O)C1CCC(C(=O)NNC(=O)OC)CC1 (stereo unspecified)	16	0.8	-5	0.9	1	-2	-3	-10	1	0.9
O=C(CC1SCCNC1=O)Nc1ccc(Cl)cc1 (stereo unspecified)	14	0.9	-6	0.9	0.9	-7	13	-10	1.1	1
O=C(CCCN1C(=O)/C(=C/c2cccs2)SC1=S)Nc1cccc(C(=O)O)c1	29	0.7	-7	0.9	1.1	7	-9	8	0.9	0.9
Cc1ccc(-c2n[nH]c(=O)c3ccccc23)cc1S(=O)(=O)NCCO	11	0.9	-3	1	0.9	0	8	-5	1	0.9
CCNC(=O)Cn1c(=O)c2c(ncn2Cc2ccccc2)n(Cc2ccccc2)c1=O	14	0.9	-5	1	1	-5	5	-12	1.1	1
CCOC(=O)c1nnn(-c2nonc2N)c1-c1ccc(C)cc1	16	0.8	2	1	0.9	-7	10	-11	1.1	0.9
CC(=O)c1cc(-c2ccccc2)n(CC(=O)Nc2cccc(C)c2)c1C	4	1	64*	1.1	1	-8	3	-7	1.1	1.1
COc1ccc2c(c1)c1nc(SCC(C)C)n(CCO)c(=O)c1n2C	7	0.9	-7	1.1	0.9	-9	13	-1	1.1	1.1
CSc1nc(-c2ccccc2)c(-c2ccccc2)[nH]1	-6	1.1	21	1.1	0.9	-8	8	2	1.1	1.1
Cn1c(=O)c2c(nc(CN3CCN(c4ccccc4)CC3)n2Cc2ccccc2Cl)n(C)c1=O	-7	1.1	14	1.1	1	-9	0	4	1.1	1
CC(=O)c1cccc(NC(=O)NNC(=O)CCC(=O)Nc2ccc(C)c(C)c2)c1	-6	1.1	-6	1.1	1.4	-4	-36	-13	1	1.1
O=C(COC(=O)c1ccccc1Cc1ccccc1)Nc1ccc(SC(F)F)cc1	27	0.7	6	0.8	0.9	-6	11	-15	1.1	0.8
CCOC(=O)CN(C(=O)CSc1nnc(CNc2ccc(F)cc2)n1C)c1ccccc1	10	0.9	4	1	1	0	4	-4	1	0.9
CCN(Cc1ccccc1)c1ccc(/C=N/N=C(N)N)cc1	-19	1.2	100*	1.1	1.2	0	-22	14	1	1
Cn1nc(C(=O)OCc2ccccc2F)c2ccccc2c1=O	4	1	6	1	1	-3	-2	-7	1	0.9
COc1cc2c(C#N)c(N3CCOCC3)nc(N)c2c(N)n1	22	0.8	35	0.8	1	1	-2	-6	1	0.7

Of the compounds above, 2 contain a COOH group.
SMILES	Diaph inh CS	Diaphorase act	Lmaj promast	PMI act satM6P	bIAP activator	TNAP inh hiacc	bIAP inhibitor	TNAP inh noacc	TNAP act hi DEA	PMI activator
O=C(O)c1cc(C2CC2)nc2ccccc12	5	0.9	-1	1.1	1.1	2	-9	-6	1	1.1
O=C(CCCN1C(=O)/C(=C/c2cccs2)SC1=S)Nc1cccc(C(=O)O)c1	29	0.7	-7	0.9	1.1	7	-9	8	0.9	0.9
